From PubChem
S3 lipid droplet – qHTS Assay for Lipid Storage Modulators in Drosophila S3 Cells | Potency in µM for hits, for the others lipid storage change, negative = inhibition, % at the top dose, mostly 46.1 µM | Drosophila S3 cells, BODIPY lipid droplet fluorescence, 18-24 h; cells fed with added oleic acid | AID 2685, 2010 | hit rate 0.64% among 320,000; active = well fitted inhibition curve with a large enough effect in the signal ratio, with a control signal flat, not every such curve was filed as active; inconclusive = small, poorly fitted or top-dose-only effect, or effect the other way, or a change in a side signal; the % refers to the signal ratio
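Drosophila S3 cells got compounds at several concentrations plus oleic acid (400 uM solution). Laser-scanning cytometry with 488 nm excitation read lipid droplets at 500-530 nm and cells at 575-640 nm. Percent activity was relative to 20 uM Triacsin C.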
S3 lipid droplet cell count max – further read-out of S3 lipid droplet, marked with its call; cell number change, %; measured here: cell count max response;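 cells counted by Cell Tracker Red CMTPX staining in the red channel; peak over a dose series mostly up to 46.1 µM; percent activity relative to internal control wells on each plate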
Starred values were filed as active, the others as inactive; i = inactive; ? = inconclusive; / = no result given; [ ] = remark or other dose. % is set by controls: 0 for no effect and ±100 for the full control effect; potency is the fitted concentration of half-maximal effect. This is a subset (hit frequency here may not be typical).

SMILES	S3 lipid droplet	S3 lipid droplet cell count max
C=CCNc1nc(C)c(C(C)=O)cc1C#N	?	/
COCCNC(=O)c1cc(-c2ccc(Cl)c(Cl)c2)on1	i	/
Cc1ccc(OCC(=O)Nc2cc(S(=O)(=O)N3CCCCC3)ccc2C)c([N+](=O)[O-])n1	?	/
Cc1cccc(CS(=O)(=O)Cc2ccc(C(=O)NC3CCCCCC3)o2)c1	?	/
Cc1cc(OCC(=O)NNC(=O)CCc2ccccc2)ccc1Br	?	/
CCSCCNC(=O)c1cncc(Br)c1	?	/
COc1cccc(C(=O)COc2cccc(NC(=O)c3ccco3)c2)c1	12%	29
O=C(NCc1cccnc1)c1ccc(-c2cc3ccccc3oc2=O)cc1	?	/
Nc1c(C(=O)CSc2nc(-c3ccccc3)cs2)c(=O)[nH]c(=O)n1C1CC1	?	/
CCOC(=O)C1=C(C)N(c2ccccc2)C(=O)C1CC(=O)O (centres undefined)	?	/
Cc1ccc(NC(=S)N(C)Cc2cn(C)c3ccccc23)cc1	?	/
O=C1CC(C(=O)N2CCN(c3ccccc3Cl)CC2)CN1Cc1ccccc1 (centres undefined)	?	/

Brought forward from above: five compounds; new compounds follow.
SMILES	S3 lipid droplet	S3 lipid droplet cell count max
O=C(NCc1cccnc1)c1ccc(-c2cc3ccccc3oc2=O)cc1	?	/
Nc1c(C(=O)CSc2nc(-c3ccccc3)cs2)c(=O)[nH]c(=O)n1C1CC1	?	/
CCOC(=O)C1=C(C)N(c2ccccc2)C(=O)C1CC(=O)O (centres undefined)	?	/
Cc1ccc(NC(=S)N(C)Cc2cn(C)c3ccccc23)cc1	?	/
O=C1CC(C(=O)N2CCN(c3ccccc3Cl)CC2)CN1Cc1ccccc1 (centres undefined)	?	/
O=C(CC(c1ccccc1)c1cc(Br)ccc1O)NCCCN1CCOCC1 (centres undefined)	?	/
COc1ccc(NS(=O)(=O)c2cc(NC(=O)[C@@H](NC(N)=O)C(C)C)ccc2C)cc1	7%	/
COc1ccc(NC(=O)c2cc(S(=O)(=O)N3CCc4ccccc43)cn2C)cc1	-5%	5
CCOc1ccc(NC(=O)C2CCCN(S(=O)(=O)c3cccc4nsnc34)C2)cc1 (centres undefined)	?	/
CCC1=Nc2cc(C(=O)NCCN3CCOCC3)ccc2Sc2ccccc21	?	/
COc1ccc(/C=N/NC(=O)c2nc(-c3ccccc3)n(-c3ccccc3)n2)cc1	14%	14
O=C(NCCc1ccccc1)C1CCN(C(=O)Nc2ccccc2)CC1	17%	-33
COc1ccc(CNC(=O)COC(=O)CC2CC3CCC2C3)cc1OC (centres undefined)	?	/
O=S(=O)(NCCCO)c1ccc2c(c1)Cc1cc(S(=O)(=O)NCCCO)ccc1-2	?	/
O=C(O)CCC(NS(=O)(=O)c1ccc(N2CCCC2=O)cc1)C(=O)O (centres undefined)	?	/
Cc1ccccc1OC(C)C(=O)N1CCC(Cc2ccccc2)CC1 (centres undefined)	-3%	12
CCN(C(=O)COC(=O)c1ccccc1Nc1cccc(C)c1C)C1CCS(=O)(=O)C1 (centres undefined)	-10%	9
CN(C)C(=O)CSc1ncnc2scc(-c3ccccc3)c12	0%	-3
C/C(=N\NC(=O)c1c(Cl)cnn1C)c1cccc(NC(=O)C(C)C)c1	?	/
CCc1cc2ccccc2nc1SCC(=O)Nc1cc(OC)c(OC)cc1C(=O)O	?	/
CCOC(=O)C1CCN(S(=O)(=O)c2ccc3c(c2)N(C(C)=O)CCO3)CC1	i	/
CN(C)C(=S)Nc1ccc(Br)cc1Cl	14%	3
CCC(=O)Nc1ccc2c(c1)nc1n2CCN(C2CCCCC2)C1	-5%	0
CCCCc1ccc(-n2nnnc2SCC(=O)Nc2cc(OC)c([N+](=O)[O-])cc2C)cc1	?	/
Cc1cccc(OCC(=O)N(Cc2ccco2)C2CCS(=O)(=O)C2)c1C (centres undefined)	?	/
COc1cc(CC(=O)N(C)CC(=O)Nc2ccc(Cl)c(C(F)(F)F)c2)cc(OC)c1OC	i	4
Cc1ccc(Nc2nc(CSc3nnc(-c4ccccc4C)n3C)cs2)cc1	-18%	1
CCc1cc2c(=O)n(Cc3ccco3)c(SCC(=O)N(C)C3CCS(=O)(=O)C3)nc2s1 (centres undefined)	?	/
Cc1cccc(Oc2ncnc3oc(-c4ccccc4)cc23)c1C	?	/
COc1ccc(N2C(=NC(C)=O)SC3CS(=O)(=O)CC32)cc1OC (centres undefined)	-18%	-13
Oc1ccccc1-c1cc(C(F)(F)C(F)F)[nH]n1	i	/
Cc1cccc(-n2cc(CN(C)Cc3nccn3C)c(-c3cccc(F)c3)n2)c1	?	/
Cc1nnsc1C(=O)N/N=C/c1ccccc1	2%	-7
O=C(N/N=C/c1ccc(O)cc1)/C(=C/c1ccccc1)CCO	2%	-3
Cc1[nH]n(-c2ccccc2)c(=O)c1N=Nc1cccc([N+](=O)[O-])c1	i	-1
Cc1cccc(C(C)C)c1NC(=O)C(C)OC(=O)Cc1n[nH]c(=O)c2ccccc12 (centres undefined)	?	/
CCc1ccc(NC(=O)c2sc3nc(C)nc(N4CCN(c5ccccn5)CC4)c3c2C)cc1	?	/
COC(=O)c1ccsc1NC(=O)c1ccco1	?	/
CCOC(=O)n1c(O)c(N=NC(N)=S)c2cc(C)ccc21	-3%	9
O=C(NCc1ccccc1)C1Cc2ccccc2CN1C(=O)c1ccco1 (centres undefined)	?	/
COc1ccc(CN2CCNC(=O)C2CC(=O)N2CCCCO2)c(OC)c1 (centres undefined)	-8%	7
COCC(=O)Nc1nc2ccc(S(C)(=O)=O)cc2s1	?	/
CCOc1cc(/C=N/NC(=O)Cc2ccc(C(F)(F)F)cc2[N+](=O)[O-])ccc1O	?	/
O=C(Nc1ccc(Cl)cn1)c1ccc2c(Cl)c3c(nc2c1)CCC3	9%	-5
COc1ccc(C(C(=O)NC2CCCCC2)N(CC2CCCO2)C(=O)CCCC(=O)Nc2ccccn2)cc1 (centres undefined)	18%	15
CSc1ccccc1C(=O)C1CCCN(C(=O)c2cc(C(C)C)no2)C1 (centres undefined)	?	/
O=C(Nc1cccnc1)Nc1ccc(Cl)cc1Cl	-14%[9.22 µM]	-7
COc1ccc(OCC(=O)Nc2c3c(nn2C(C)(C)C)CS(=O)(=O)C3)cc1	?	/
CCOC(=O)c1sc(S(C)=O)c2c1CCc1conc1-2 (centres undefined)	?	/
O=C(c1cccs1)c1coc2ccc(O)cc12	?	/
O=c1[nH]ncc(N/N=C\c2cccnc2)c1Cl	5%	10
O=C(CN1CCN(c2ccccc2F)CC1)c1ccc2cc[nH]c2c1	?	/
O=C(CNC(=S)NC(=O)c1cccs1)c1ccccc1	?	/
N#CCc1nc(CSc2nc3ccccc3o2)cs1	?	/
O=C(CCc1c[nH]c2ccccc12)NCC1COc2ccccc2O1 (centres undefined)	-25%	0
COCCN1CCN(C(=O)c2cc(COc3cc(C)ccc3C)on2)CC1	i	/
O=C1CCCN1CCCN1C(=O)N[C@@H](Cc2ccccc2)C1=O	?	/
Cc1cc(NS(=O)(=O)c2ccc(NC(=O)CSc3nnc(-c4ccco4)n3C)cc2)nc(C)n1	?	/
CCc1cc2c(NC3CCCC3)ncnc2s1	?	/
CCOc1cccc2sc(N(CCCN(C)C)C(=O)c3ccc(S(=O)(=O)N4CCc5ccccc5C4)cc3)nc12	?	/
CCC1(CC)C(=O)C(C)(C)C(=O)OC1c1cccs1 (centres undefined)	?	/
CN(C)c1cccc(C(=O)N(Cc2ccccc2)Cc2ccccc2)c1	?	/
CCOC(=O)c1cc(NC(=O)/C=C\C(=O)O)ccc1Cl	?	/
COc1ccc(CCNC(=O)c2coc3ccccc3c2=O)cc1	?	/
COc1ccc(CCNc2ncnc3nc[nH]c23)cc1OC	i	/
The listing continues:
SMILES	S3 lipid droplet	S3 lipid droplet cell count max
O=C(c1ccccc1Cl)N1CCN(c2ccccn2)CC1	-4%	7
O=C(Cc1ccsc1)Nc1cc(F)ccc1F	i	-9
CSCCC(NS(=O)(=O)c1ccccc1)C(=O)OCc1cc(=O)oc2cc(O)ccc12 (centres undefined)	?	/
Cn1c(CNc2ccc(Cl)cc2)nnc1SCc1ccccc1	i	1
Cc1ccc(N2C(=O)C(Cl)=C(NCCO)C2=O)c(C)c1	?	/
O=C(CSc1nnc(SCc2ccccc2)s1)N/N=C/c1c[nH]c2ccccc12	?	/
COc1ccc(-c2csc(NC(=O)CSCc3c(C)noc3C)n2)cc1OC	?	/
COc1ccc(NC(=S)NC(=O)Cc2ccccc2)cc1	?	/
COc1ccc(OC)c(NC(=S)NCc2ccc(S(N)(=O)=O)cc2)c1	?	/
CCOc1ccc(-n2c(=O)c3c4c(sc3n(CC(=O)NCC3CCCO3)c2=O)CCC4)cc1 (centres undefined)	8%	12
Cc1cc(C)n2cc(CSc3nnnn3-c3ccccc3C)nc2n1	24%	-20
FC(F)(F)Oc1ccc(Nc2nc(N3CCOCC3)nc(N3CCOCC3)n2)cc1	?	/
CCOc1ccc(CNCCCSc2ncccn2)cc1OC	25%	-10
Cc1ccc(SCC(=O)N2CCc3ccccc32)cc1	8%	0
CCn1c(=O)c2c(nc(SCc3ccccn3)n2C)n(C)c1=O	14%	1
CC(NC(=O)Cc1ccsc1)c1ccc(Cl)cc1Cl (centres undefined)	?	/
CCOC(=O)Cc1csc(NC(=O)Cc2ccccc2[N+](=O)[O-])n1	1%	6
O=S(=O)(Nc1ccon1)c1cc(Cl)ccc1Cl	?	/
CCOc1ccccc1CNC(=O)c1ccc(Sc2ccc(Cl)cc2)c(NC(C)=O)c1	23%	8
COc1cc(/C=C(/NC(=O)c2ccccc2)C(=O)N2CCOCC2)c([N+](=O)[O-])cc1OC	14%	10
CCc1c(C)sc(NC(=O)c2cc(-c3cc(OC)ccc3OC)on2)c1C#N	?	/
Cc1ccc(OC(=O)c2ccc(N3CCOCC3)c([N+](=O)[O-])c2)cc1	?	/
C(=N\n1cnnc1)/c1ccccn1	?	/
O=C1CN(C(=O)/C=C/c2cccc(Cl)c2)c2ccccc2N1	16%	9
CN(Cc1ccccn1)C(=O)C1CCC(=O)N(Cc2cccc(F)c2)C1 (centres undefined)	i	7
CC(C)c1ccc(NC(=O)COC(=O)c2c[nH]c(=O)[nH]c2=O)cc1	0%	6
O=C(c1ccco1)N1CCN(C(=O)c2cnn(-c3ccc(Cl)cc3)c2C2CCNCC2)CC1	i	5
CCOC(=O)c1cnc2nc(NCc3ccc(OCc4ccccc4)cc3)[nH]n2c1=O	?	/
CC1=NN2C(=N)/C(=C\c3cc(C)n(-c4ccccc4)c3C)C(=O)N=C2S1	?	/
CC1(C)Cc2c(sc3c2c(=O)n(Cc2ccccc2)c2nncn32)CO1	?	/
O=C(Nc1nc2ccccc2s1)C1c2ccccc2Oc2ccccc21	?	/
COc1ccc(C(=O)COC(=O)Cc2n[nH]c(=O)c3ccccc23)c(OC)c1	25%	14
CC1(C)Cc2nc(Cl)c(C(=O)O)cc2CO1	-7%	15
Cc1cc2c(c(=O)n1CCN(C)C)C(c1ccncc1)C(C#N)=C(N)O2 (centres undefined)	?	/
COc1ccccc1-n1c(SCC(=O)NC2CCCCC2)nc2c(c1=O)SCC2	14%	11
CCN(C(=O)CSc1nnc(C2CC2)n1-c1ccccc1)C1CCS(=O)(=O)C1 (centres undefined)	?	/

Retrieved by structure from the list above (3):
SMILES	S3 lipid droplet	S3 lipid droplet cell count max
O=C(c1ccco1)N1CCN(C(=O)c2cnn(-c3ccc(Cl)cc3)c2C2CCNCC2)CC1	i	5
O=C(Nc1nc2ccccc2s1)C1c2ccccc2Oc2ccccc21	?	/
CN(Cc1ccccn1)C(=O)C1CCC(=O)N(Cc2cccc(F)c2)C1 (centres undefined)	i	7

Returning to the listing; the four compounds before the break are reprinted first.
SMILES	S3 lipid droplet	S3 lipid droplet cell count max
CC1(C)Cc2nc(Cl)c(C(=O)O)cc2CO1	-7%	15
Cc1cc2c(c(=O)n1CCN(C)C)C(c1ccncc1)C(C#N)=C(N)O2 (centres undefined)	?	/
COc1ccccc1-n1c(SCC(=O)NC2CCCCC2)nc2c(c1=O)SCC2	14%	11
CCN(C(=O)CSc1nnc(C2CC2)n1-c1ccccc1)C1CCS(=O)(=O)C1 (centres undefined)	?	/
CCCCC(=O)NS(=O)(=O)c1ccc(NS(C)(=O)=O)cc1	2%	/
Cc1noc(C)c1S(=O)(=O)NCc1ccc(CN(C)C)cc1	6%	3
CC(=O)c1c(C(C)=O)c(C)n(-c2nc(-c3ccc(C)c(C)c3)c(C)s2)c1C	?	/
c1ccc(CN2CCC(Nc3nc(-c4cccs4)nc4ccccc34)CC2)cc1	?	/
CCn1c(SCC(=O)c2cc(C)n(C)c2C)nnc1-c1ccccc1	?	/
O=C1CC(Nc2ccc(N3CCOCC3)cc2)C(=O)N1c1cccc(C(F)(F)F)c1 (centres undefined)	?	/
COC(=O)c1[nH]c2ccc(F)cc2c1NC(=O)Nc1ccc(OC)cc1	?	/
CCC(CC)NC(=O)Nc1ccccc1C	-5%	7
CCN1CCN(CCCNc2ncnc3nc[nH]c23)CC1	?	/
CSc1sc(C)cc1C=O	?	/
